# Coupling enz: qHTS Assay for Inhibitors of Fructose-1,6-bisphosphate Aldolase from Giardia Lamblia: Coupling assay counterscreen. coupling enzyme system counterscreen, AmpLite Red fluorescence. activity change, negative = inhibition, % at 58.2 µM, hits read low. hit rate 0.67% among 290,000; in the data active = activity change below about -30%; also: % is scaled to controls: 0 for no effect and ±100 for the full control effect
#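 Compounds tested against the coupling enzymes alone at 57.5 uM final; readout was AmpLite Red fluorescence (525/598 nm) after 20 min at RT.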
# FLuc counter: qHTS profiling assay for firefly luciferase inhibitor/activator using purifed enzyme and Km concentrations of substrates (counterscreen for miR-21 project); Luciferin 4-monooxygenase (Photinus pyralis), P08659; purified FLuc, Km substrates, luminescence inhibition; Potency, µM (titrated, usually from 57.5 µM), inactives show top-dose activity change, negative = inhibition, hits mostly inhibitors; hit rate 6.9% among 360,000; AID 588342, 2011;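 also: potency is read from the fitted curve at half-maximal effect; plate controls were vehicle for no effect and reference inhibitor for full effect; nearly all actives have a fitted effect of over 55% in size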
# Target sequence (P08659 whole entry, looked up): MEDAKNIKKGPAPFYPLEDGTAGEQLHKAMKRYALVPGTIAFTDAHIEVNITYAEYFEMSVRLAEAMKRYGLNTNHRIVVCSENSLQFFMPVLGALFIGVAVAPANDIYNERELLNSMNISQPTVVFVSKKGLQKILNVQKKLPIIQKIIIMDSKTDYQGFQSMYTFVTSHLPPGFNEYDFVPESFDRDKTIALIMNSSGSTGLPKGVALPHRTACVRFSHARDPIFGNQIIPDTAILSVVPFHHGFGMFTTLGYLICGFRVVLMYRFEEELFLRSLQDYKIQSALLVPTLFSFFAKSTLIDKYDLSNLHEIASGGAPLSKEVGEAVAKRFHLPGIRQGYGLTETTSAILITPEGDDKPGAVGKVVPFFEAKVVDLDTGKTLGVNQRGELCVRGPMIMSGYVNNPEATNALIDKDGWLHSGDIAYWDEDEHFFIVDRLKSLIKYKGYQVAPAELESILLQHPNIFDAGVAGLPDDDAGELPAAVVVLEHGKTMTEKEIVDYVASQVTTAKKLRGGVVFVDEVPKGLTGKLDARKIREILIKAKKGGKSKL
#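 Purified P. pyralis luciferase (10nM final) with 10uM D-luciferin and 10uM ATP (Km levels) in 50mM Tris acetate pH 7.5, 10mM Mg acetate, 0.01% Tween-20, 0.05% BSA; qHTS 6-point titration, ~60 µM downward; luminescence read.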
# VP16 counter: VP16 counterscreen qHTS for inhibitors of ROR gamma transcriptional activity. hit rate 3.5% among 310,000. Potency, µM (titrated, usually from 53.6 µM), for the others: at the top dose activity, negative = inhibition, hits mostly inhibitors. Drosophila S2 Gal4-VP16 UAS-luciferase, luminescence, 20 h;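 also: Gal4-VP16 expression switched on by copper sulfate through the metallothionein promoter; potency is read from the fitted curve at half-maximal effect; % is scaled to controls: 0 for no effect and ±100 for the full control effect; nearly all actives have a fitted effect of over 50% in size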
# Rab9 prom act: qHTS Assay for Rab9 Promoter Activators; Huh7 Rab9 promoter-luciferase reporter, luminescence, 24 h; hit rate 2.8% among 320,000; Potency, µM (series often up to 9.22 µM), inactives show at the top dose activation, negative = inhibition, most hits filed as activators; AID 485297, 2010; also: potency is read from the fitted curve at half-maximal effect; % of control where 0% means no effect; nearly all actives have a fitted effect of over 60% in size
#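 Rab9 promoter-driven luciferase in stably transfected Huh7 cells; 1500 cells/well rested 2 h, exposed to compound in DMSO for 24 h at 37 °C, 5% CO2. Luminescence read 10 min after adding luciferase reagent at ambient temperature.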
# Giardia killer: Small Molecules that selectively kill Giardia lamblia: qHTS; Giardia lamblia trophozoite viability; activity change, % at 7.66 µM, hits read low; hit rate 0.15% among 340,000; in the data active = activity change below about -80%; inconclusive = between about -30% and that limit;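 also: parasites exposed to compound for two days anaerobically before the ATP read; % is scaled to controls: 0 for no effect and ±100 for the full control effect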
#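 ATP-content bioluminescence gauges trophozoite survival. Cells (100/well) receive compound and incubate anaerobically for 48 hrs at 37 deg C; detection reagent follows for 15-30 min at room temperature.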
# NPC1 prom act: qHTS Assay for NPC1 Promoter Activators | Potency, µM (series often up to 9.22 µM), for the others: at the highest dose activation, hits mostly activators | Huh7 NPC1 promoter luciferase reporter, 24 h | hit rate 2.4% among 320,000;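 also: potency is read from the fitted curve at half-maximal effect; % of control where 0% means no effect; nearly all actives have a fitted effect of over 60% in size; reporter is driven by a mutant NPC1 promoter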
#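 Luminescence from an NPC1 promoter-driven luciferase reporter in stably transfected Huh7 cells was measured after 24 h compound treatment at 37 °C, followed by 10 min ambient incubation with luciferase detection reagent.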
# KCNH2 3.1 block: qHTS for Inhibitors of KCHN2 3.1: Mutant qHTS | activity change, % (tested at about 1.8 µM) | hit rate 0.95% among 340,000 | Potassium voltage-gated channel subfamily H member 2, brain isoform KCNH2 3.1 (human) | U2OS KCNH2 3.1, thallium flux FluxOr; hits give low values | AID 720553, 2013;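 active = maximum activity change below -70%; inconclusive = maximum activity change from -70% to -50%; inactive = maximum activity change above -50%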;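 also: thallium influx rate constant from kinetic fluorescence after stimulation buffer; % is scaled to controls: 0 for no effect and ±100 for the full control effect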
#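 Measured as rate of thallium-driven FluxOr signal in transduced U2OS cells carrying the 3.1 channel, read kinetically for 2 min upon stimulation; values are rate constants scaled to DMSO control wells.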
# Tb PFK block: qHTS Assay to Find Inhibitors of T. brucei phosphofructokinase. T. brucei PFK, ADP-Glo luminescence. ATP-dependent 6-phosphofructokinase (Trypanosoma brucei brucei), O15648. Potency, µM (series often up to 57.5 µM), without a hit: top-dose activity, negative = inhibition, most hits filed as inhibitors. hit rate 0.17% among 330,000;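 also: potency is read from the fitted curve at half-maximal effect; 0% = uninhibited 1x PFK enzyme wells and -100% = no-enzyme wells; nearly all actives have a fitted effect of over 60% in size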
#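 In TEA buffer at pH 8.0 with 5 mM MgCl2, enzyme (1.25 nM) converted F6P (0.5 mM) and ATP (0.1 mM) for 45 min at room temperature. ADP product was read by luciferase luminescence.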
# ELG1 genotox: qHTS screen for small molecules that induce genotoxicity in human embryonic kidney (HEK293T) cells expressing luciferase-tagged ELG1 | HEK293T ELG1-luciferase reporter, luminescence, 16 h | Potency, µM (top dose mostly 46 µM), without a hit: at the highest dose activity change, positive = activation, most hits filed as activators | hit rate 1.3% among 330,000; also: potency is read from the fitted curve at half-maximal effect; % of control where 0% means no effect; nearly all actives have a fitted effect of over 60% in size
#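 Genotoxicity was scored as increased ELG1-luciferase reporter signal, measured by ONE-Glo luminescence (30 min, room temperature). Compound or vehicle exposure of the HEK293T reporter cells lasted 16 hr at 37°C.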
# RORgamma inh: qHTS for inhibitors of ROR gamma transcriptional activity; Nuclear receptor ROR-gamma (Mus musculus), P51450; Drosophila S2 Gal4-RORgamma UAS-luciferase reporter, 20 h; Potency, µM (highest dose often 53.6 µM), for inactives: at the top dose activity change, negative = inhibition, usual class: inhibitors; hit rate 5.4% among 310,000; also: potency is read from the fitted curve at half-maximal effect; % is scaled to controls: 0 for no effect and ±100 for the full control effect; nearly all actives have a fitted effect of over 60% in size
# Target sequence (P51450 whole entry, looked up, the tested form may be a part): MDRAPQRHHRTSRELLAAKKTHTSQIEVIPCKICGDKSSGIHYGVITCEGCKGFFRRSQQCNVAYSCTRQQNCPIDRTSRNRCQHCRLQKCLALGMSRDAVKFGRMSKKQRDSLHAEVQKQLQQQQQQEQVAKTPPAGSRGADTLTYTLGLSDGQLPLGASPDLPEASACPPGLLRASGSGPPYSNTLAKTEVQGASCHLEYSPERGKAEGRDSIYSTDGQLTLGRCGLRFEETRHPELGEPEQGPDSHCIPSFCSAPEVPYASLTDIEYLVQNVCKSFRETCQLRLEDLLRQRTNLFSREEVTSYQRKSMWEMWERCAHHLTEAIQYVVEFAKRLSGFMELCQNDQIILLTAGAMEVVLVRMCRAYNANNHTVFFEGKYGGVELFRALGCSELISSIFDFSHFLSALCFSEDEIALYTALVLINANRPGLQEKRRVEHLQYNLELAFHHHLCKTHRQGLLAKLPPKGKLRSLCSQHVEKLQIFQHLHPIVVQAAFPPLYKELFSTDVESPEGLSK
#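 Drosophila Schneider cells stably carrying a metallothionein-driven Gal4 DBD–ROR gamma fusion and a UAS-Photinus luciferase reporter were exposed to compound for 1 hr, then induced with copper sulfate (700 uM final) for 20 hr at ambient temperature before luminescence reading.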
# uPA surface inh: qHTS for Inhibitors of Cell Surface uPA Generation; hit rate 0.31% among 330,000; AID 540303, 2011; cell surface uPA generation assay, qHTS; Potency, µM (top dose mostly 38.3 µM), inactives show at the highest dose activity change, negative = inhibition, usual class: inhibitors; active = well fitted inhibition curve with a large enough effect; inconclusive = small, poorly fitted or top-dose-only effect; inactive = no such curve, though single readings can be large or run the other way; tested in mouse RAW 264.7 cells; also: potency is read from the fitted curve at half-maximal effect; % is scaled to controls: 0 for no effect and ±100 for the full control effect; nearly all actives have a fitted effect of over 55% in size
# Starred values were filed as active, the others as inactive; ? = inconclusive; . = no result given; [ ] = remark or other dose. Unless noted, calls follow the shape of the dose curve; as a rule, active = well fitted curve in the direction sought with a large enough effect; inconclusive = small, poorly fitted or top-dose-only effect, or another doubt; inactive = no such curve, though single readings can be large; an effect the other way counts as inactive or inconclusive.
SMILES,Coupling enz,FLuc counter,VP16 counter,Rab9 prom act,Giardia killer,NPC1 prom act,KCNH2 3.1 block,Tb PFK block,ELG1 genotox,RORgamma inh,uPA surface inh
Cc1noc(C)c1COc1ccccc1C(=O)NCCc1ccc(Cl)cc1,.,3%,.,15%,3,3%,-2,0%,1%,.,-2%
COc1cccc(N2CC(O)=C(c3nc4ccccc4s3)C2=N)c1,-5,21µM*,10%,-1%,10,-5%,-13,1%,?,-36%,?
CC(=O)Nc1ccc(N=Cc2c(O)ccc3ccccc23)cc1,-11,?,-2%,14%,-29,1%,9,2%,0%,?,4%
COc1ccc(/C=C2/C(=N)N3N=C(CC(=O)N4CCCC4)SC3=NC2=O)cc1OC,8,-21%,-5%,0%,12,1%,4,3%,1%,-24%,-4%
CCOC1(C(F)(F)F)NC(=O)N(Cc2ccc(OC)cc2)C1=O (stereo unspecified),5,0%,2%,-2%,10,6%,-11,1%,-9%,39%,5%
COc1ccc(NC(=O)C(CCSC)NC(N)=O)cc1NS(=O)(=O)c1ccc(F)cc1 (stereo unspecified),-2,-2%,6%,-9%,33[activator],-2%,-5,2%,-2%,-3%,-7%
Cc1ccc(S(=O)(=O)NCCSCc2ccco2)cc1,0,1%,-6%,-11%,46[activator],-1%,-1,-4%,-1%,8%,1%
Cc1cc(OCC(=O)NCCc2cccc(F)c2)c2c(C)cc(=O)oc2c1,.,0%,-13%,0%,8,-8%,-2,-2%,6%,-41%,1%
O=C(N/N=C/c1ccc(Br)cc1)c1ccc(Br)o1,1,4.3µM*,16%,3.2µM*,-4,?,-31,?,?,-4%,0%
CCCOc1ccc(/C(O)=C2\C(=O)C(=O)N(c3ccccn3)C2c2ccccc2F)cc1C (stereo unspecified),3,3%,0%,0%,-14,-3%,-5,-3%,-3%,-8%,2%
O=C(NC12CC3CC(CC(C3)C1)C2)N1CCN(c2ncccn2)CC1,3,-16%,1%,1%,-20,0%,0,-1%,1%,-5%,-5%
Cc1cccc(C)c1NC(=O)C1(N2C(=O)CC2c2ccccc2)CCCCC1 (stereo unspecified),0,1%,-13%,-1%,10,2%,.,0%,-5%,8%,3%
CC(=O)c1c(C)[nH]c(C(=O)CSc2nnc(-c3ccco3)n2Cc2ccccc2)c1C,2,-6%,22%,-8%,29,2%,-7,0%,-14%,?,-7%
COc1ccc(C(=O)O)cc1S(=O)(=O)Nc1ccc2cn[nH]c2c1,.,.,.,.,-5,.,-2,3%,-3%,.,2%
CC(C)[C@H](N)C(=O)NC[C@H]1CC[C@H](C(=O)N[C@@H](Cc2ccccc2)C(=O)O)CC1,3,6%,0%,8%,8,1%,-3,0%,2%,-7%,-2%
COc1ccccc1NC(=O)CC(NCc1ccccc1)C(=O)O (stereo unspecified),1,-3%,-28%,1%,18,9%,4,-4%,-1%,-30%,-3%
CCC(C)NC(=S)NNC(=O)c1ccncc1 (stereo unspecified),-4,-3%,13µM*,1%,0,-4%,-6,0%,-4%,3.2µM*,0%
O=C1CC(c2ccccc2Cl)c2c(sc3c(=O)[nH]c(CCl)nc23)N1 (stereo unspecified),0,-3%,-3%,1%,.,-1%,.,-2%,4%,-28%,.
CCn1cc(C(=O)NCCCN2CCCC2)c(=O)c2cc(S(=O)(=O)N3CCc4ccccc4C3)ccc21,0,-3%,-5%,-3%,-10,-1%,4,2%,0%,-14%,-21%
CCOC(=O)C1CCN(S(=O)(=O)c2c(Cl)ccc3nonc23)CC1,.,1%,2.8µM*,-29%,.,-46%[inhibitor],.,?,-21%,2.2µM*,.
COc1ccc(C2NC(=O)NC(C)=C2C(=O)OC2CCC(C)CC2)cc1 (stereo unspecified),0,4%,-15%,0%,-9,-1%,-36,1%,-4%,?,4%
O=C(Cn1cccc1C(=O)c1ccccc1)NCc1cccnc1,-2,-1%,-1%,-3%,-19,-1%,-8,0%,0%,13%,7%
Cc1nc(-c2ccc(-n3nncc3-c3ccco3)cc2)cs1,1,-5%,8%,-2%,-2,1%,-1,-7%,0%,?,6%
O=[N+]([O-])c1ccc(S(=O)(=O)Nc2ccc(-c3ccc(N4CCOCC4)nn3)cc2)cc1,.,27µM*,.,21%,-4,10%,-2,20%,17%,.,0%
C/C(N)=C(/C#N)C(=O)CSc1nc2ccccc2[nH]1,0,21µM*,11%,?,4,?,-9,-16%,21µM*,39%,.
Cc1cc(/C=C2\C(=N)N3N=C(CC(=O)N4CCOCC4)SC3=NC2=O)c(C)n1-c1ccccc1,.,11µM*,5%,4%,0,-3%,1,-5%,6%,20%,?
O=C(Cn1c(NCCCO)nc2ccccc21)c1ccc(Cl)cc1Cl,2,5%,.,3%,12,3%,?,1%,0%,.,0%
O=C(NCc1cccc(Cl)c1)c1ccncc1,.,2%,-4%,-1%,-15,-5%,-12,-1%,23%,-18%,11%
O=C(O)CCC(=O)N1CCN(S(=O)(=O)c2cccs2)CC1,.,3%,-9%,4%,-1,-2%,-4,-5%,7%,-24%,5%
CCO[C@H]1OC(C(=O)N2CCN(Cc3ccc4c(c3)OCO4)CC2)=C[C@@H](c2csc3ccccc23)[C@@H]1CCCO,-1,5%,-6%,1%,17,0%,.,1%,-8%,17%,?
C[C@H]1CN=C(N(C)C)N1CCCC1CCCCC1,.,4%,.,-7%,11,-8%,.,-3%,-2%,.,?
O=C(c1cc2n(n1)C(C(F)(F)F)CC(c1ccc(F)cc1)N2)N1CCCC1 (stereo unspecified),-2,0%,-4%,6%,-8,2%,6,0%,-5%,-17%,0%
CN=C(Nc1cc(C)nn1CCC#N)c1ccccc1F,0,2%,11%,-3%,3,-5%,-4,-1%,1%,10%,7%
CCOc1ccc(OCCC(=O)OCC(=O)NCCc2ccc(S(N)(=O)=O)cc2)cc1,.,?,.,2%,2,0%,-7,15%,-2%,.,3%
CCC(C)(C)NC(=O)C(c1ccc(OC)cc1)N(C(=O)CCC(=O)Nc1cc(C)on1)c1cccc(OC)c1 (stereo unspecified),1,0%,-4%,1%,7,-1%,-14,0%,2%,0%,14%
OCC1(CCOc2ccccc2)CCN(Cc2cccn2-c2ncccn2)CC1,2,-2%,-1%,-4%,-1,-4%,-93*,-1%,-5%,6%,-1%
O=C(Nc1ccccc1)Nc1cccc(C(F)(F)F)c1,2,?,-6%,?,-7,8%,13,1%,-7%,?,0%
COc1ccc(C(=O)N2CCN(C(=O)c3ccco3)CC2)cc1OC,4,-1%,.,2%,-5,1%,-3,-5%,0%,16%[0.365 µM],4%
Cc1ccc(OCc2nnc(N)s2)cc1C,-1,?,-6%,?,6,23%,8,-4%,19%,-7%,-7%
Cc1cc(-n2c(SCc3ccccc3F)nc3n[nH]c(C)c3c2=N)ccc1Cl,-1,-1%,-9%,-7%,-3,-4%,-13,-2%,5%,11%,10%
COc1ccccc1N(C(=O)CNC(=O)c1ccco1)C(C(=O)NC1CCCCC1)c1ccncc1 (stereo unspecified),5,1%,2%,0%,-5,0%,8,3%,0%,-3%,-5%
COc1ccc([C@]23Cc4c(ccc5ccccc45)C(O2)C2=C(CCCC2=O)O3)cc1,-1,4%[11.5 µM],-2%[10 µM],-4%[1.84 µM],.,-1%[1.84 µM],.,0%[11.5 µM],.,-5%[10 µM],.
CCOc1ccc(-c2cccc(NC(=O)COc3ccc(Cl)cc3)c2)nn1,-1,13µM*,-14%,10%,-16,9%,-32,-8%,-3%,11%,-6%
C/C(=N\N(Cc1ccccc1)c1ccccc1)c1ccncc1,0,-9%,2%,-3%,-7,0%,-2,-10%,0%,6%,8%
COc1ccc(OC)c(NC(=O)CN2CCc3ccccc3C2)c1,0,-4%,-5%,-8%,25,-2%,-13,-15%,-2%,26%,8%
COc1cccc(-c2noc(C(C)n3nc(C)c([N+](=O)[O-])c3C)n2)c1 (stereo unspecified),0,?,4%,2%,-1,6%,1,-5%,8%,45%,7%
CCN1CCN(c2cc(C(C)C)nc3c(-c4ccccc4)c(C)nn23)CC1,-2,-2%,-11%,2%,-4,-7%,20,-5%,-6%,-22%,1%
CCCc1nnc(NC(=O)Nc2ccc(OC)cc2)s1,0,-17%,?,17%,8,6%,5,-4%,4%,0%,24%
Cc1[nH]nc2c1C(c1ccco1)C(C#N)=C(N)O2 (stereo unspecified),-3,-9%,0%,0%,5,0%,-4,-19%,6%,?,0%

# Rows were taken by chance, and some 14% of all compounds hit somewhere here.
